MrgX1 antag: human MrgX1 receptor antagonism, primary screen | Q96LB2 | MRGX1-HEK293 calcium flux, Fluo-4, BAM8-22 antagonism; stronger effect = lower value | B-score at 10 µM | hit rate 1.3% among 310,000 | AID 588676;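 active = calcium-response B-score plate-corrected more than 3 library SD below zero, starting fluorescence within 5 deviations, no agonist response on first addition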;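 also: peak minus trough fluorescence over baseline after final BAM8-22 challenge near maximal dose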
MrgX1 allo act: human MrgX1 positive allosteric modulation, primary screen | MrgX1-HEK293, Fluo-4 calcium flux, FDSS; stronger effect = higher value | B-score at 10 µM | hit rate 0.63% among 310,000 | Q96LB2;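 active = plate-corrected calcium response at least 3 library SD above typical, normal starting fluorescence, not activating the receptor alone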;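 also: compound read alongside a low EC10 to EC30 dose of BAM8-22 agonist; peak minus trough fluorescence over baseline measured at the second addition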
TMEM16A act: activates or potentiates the mouse TMEM16A chloride channel | Q8BHY3 | HEK293 TMEM16A/YFP-H148Q/I152L, iodide quench fluorescence; stronger effect = lower value | B-score at 10 µM | hit rate 0.3% among 340,000 | AID 623877;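 active = fluorescence-ratio B-score plate-corrected deviation score at least 3 library SD below zero, with starting fluorescence score within 5 deviations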;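 also: channel opened by trigger with iodide after compound preincubation; score built on the fluorescence ratio of max minus min over baseline; more negative score means more quench and so TMEM16A activation or potentiation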
Target sequence (Q8BHY3 whole entry, looked up): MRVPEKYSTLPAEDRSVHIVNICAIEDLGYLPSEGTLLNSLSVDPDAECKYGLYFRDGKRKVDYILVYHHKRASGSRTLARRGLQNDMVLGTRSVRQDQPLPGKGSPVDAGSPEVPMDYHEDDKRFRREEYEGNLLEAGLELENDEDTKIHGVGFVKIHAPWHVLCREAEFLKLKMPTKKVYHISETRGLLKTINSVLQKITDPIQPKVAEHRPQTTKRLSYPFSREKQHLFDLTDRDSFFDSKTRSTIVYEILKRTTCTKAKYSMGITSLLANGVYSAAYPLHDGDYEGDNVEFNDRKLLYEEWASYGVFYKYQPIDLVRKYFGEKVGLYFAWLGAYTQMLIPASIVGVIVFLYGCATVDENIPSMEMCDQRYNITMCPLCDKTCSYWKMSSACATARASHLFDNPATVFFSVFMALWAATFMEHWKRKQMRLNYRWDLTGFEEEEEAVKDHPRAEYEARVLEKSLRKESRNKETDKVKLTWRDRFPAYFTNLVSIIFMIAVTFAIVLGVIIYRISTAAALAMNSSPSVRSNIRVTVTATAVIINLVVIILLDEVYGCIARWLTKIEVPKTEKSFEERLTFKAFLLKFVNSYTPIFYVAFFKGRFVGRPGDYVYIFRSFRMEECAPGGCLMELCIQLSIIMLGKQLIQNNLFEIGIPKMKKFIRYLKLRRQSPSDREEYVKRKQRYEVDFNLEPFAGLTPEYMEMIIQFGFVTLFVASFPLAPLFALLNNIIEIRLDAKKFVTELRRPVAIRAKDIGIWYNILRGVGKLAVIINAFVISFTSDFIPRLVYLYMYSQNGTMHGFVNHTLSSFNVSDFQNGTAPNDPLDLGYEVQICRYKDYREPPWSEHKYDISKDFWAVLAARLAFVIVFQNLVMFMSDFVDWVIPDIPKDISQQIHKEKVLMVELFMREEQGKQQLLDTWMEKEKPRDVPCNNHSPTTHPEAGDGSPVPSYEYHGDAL
TRPC6 inh: inhibitors of mouse TRPC6 channel; Q61143; HEK293-TRPC6, membrane potential dye, ACh-evoked depolarization; stronger effect = lower value; B-score at 10 µM; hit rate 1.1% among 310,000; AID 2553;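 active = B-score under library mean minus 3 SD, initial fluorescence not abnormally high, positive integrated signal ratio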;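 also: B-score derived from integrated fluorescence ratio over the kinetic read; more negative B-score means stronger inhibition of depolarization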
RGS4 block: inhibitors of human RGS4 | P49798 | HEK293 M3R/RGS4 inducible, Fluo-4 calcium flux; stronger effect = higher value; triggered by carbachol at its EC20 | B-score at 10 µM | hit rate 0.45% among 310,000 | AID 463165;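 active = B-score, a plate-corrected calcium signal, over three deviations above library mean, with baseline fluorescence within five deviations of library mean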;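 also: RGS4 expression induced by doxycycline in cells with stable M3 receptor; B-score is computed from the integrated fluorescence ratio over baseline after carbachol; higher B-score means a larger calcium signal and so more RGS4 inhibition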
Target sequence (P49798 whole entry, looked up): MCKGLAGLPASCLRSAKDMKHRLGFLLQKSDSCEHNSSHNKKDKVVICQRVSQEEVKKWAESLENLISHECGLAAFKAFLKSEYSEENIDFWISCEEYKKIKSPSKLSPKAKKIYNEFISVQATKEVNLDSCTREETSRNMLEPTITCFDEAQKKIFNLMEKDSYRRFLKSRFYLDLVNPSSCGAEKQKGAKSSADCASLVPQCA
MrgX1 agonist: agonists of human MrgX1 receptor | B-score at 10 µM | MrgX1-HEK293 cells, Fluo-4 calcium fluorescence, agonist mode; stronger effect = higher value | Q96LB2 | hit rate 0.44% among 310,000;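 active = calcium response B-score plate-corrected fluorescence ratio at least 3 library SD, with starting fluorescence B-score inside 5 SD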
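Test system: Stable human MrgX1 HEK293 cell line | Schedule: Overnight plating before 1 h dye loading | Read-out basis: Baseline-normalised fluorescence change ratio, B-scored | Detection: Kinetic calcium dye fluorescence, Fluo-4 NW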
RGS4 pot: potentiators or activators of RGS4 | HEK293 M3R/inducible RGS4, carbachol calcium flux Fluo4; stronger effect = lower value | B-score at 10 µM | hit rate 0.92% among 310,000 | AID 463111;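 active = B-score of the integrated calcium signal more than 4 SD below the library mean, with starting fluorescence not abnormally high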;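 also: negative B-score means reduced calcium response which marks RGS4 activation or potentiation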
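test system = M3R-expressing HEK293 line, RGS4 induced by doxycycline | probe or stimulus = carbachol at ECmax as muscarinic agonist stimulus | timing = dye loading 30 min 37 °C, buffer rest 30 min RT | signal = calcium dye Fluo4 fluorescence | evaluation = B score from integrated fluorescence ratio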
HDAC3 inhib: blocks human histone deacetylase 3. O15379. recombinant HDAC3, fluorogenic peptide/trypsin coupled, fluorescence. inhibition, % at 8.3 µM. hit rate 0.15% among 320,000; in the data active = inhibition above about 26%, passing the limit was not always enough; inconclusive = no clear call, values can overlap the other calls
ANO1 block: blocks the mouse calcium-activated chloride channel TMEM16A. Q8BHY3. normalized B-score (activity score, 25-100; higher = stronger inhibition) at 10 µM. HEK293 TMEM16A/YFP iodide influx fluorescence, ionomycin. hit rate 1.2% among 310,000;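 active = ratio plate-corrected score three or more library SD toward inhibition, starting fluorescence score within five deviations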;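 also: score derived from kinetic fluorescence span divided by baseline fluorescence per well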
SKKanGAS inh: inhibitors of SKKanGAS S. pyogenes growth in kanamycin (SK-promoter or general growth effect). inhibition, % at 7.5 µM. BacTiter-Glo, 6 h. hit rate 1.3% among 300,000. AID 1662;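 active = mean replicate score, as percent of positive control median, at least 50; inconclusive = mean below 50 but one replicate at or above 50; inactive = mean and every replicate below 50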;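 also: strain carries kanamycin resistance gene driven by streptokinase promoter and grows in 40 µg/ml kanamycin; loss of luminescence reflects streptokinase promoter inhibition or plain growth inhibition; 0% = median of DMSO wells and 100% = positive control at its reference dose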
TRPC6 act: activates the mouse TRPC6 cation channel; HEK293-TRPC6 membrane potential dye fluorescence; stronger effect = higher value; Q61143; B-score at 10 µM; hit rate 0.13% among 310,000;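 active = B-score of the integrated fluorescence ratio above library mean plus 3 SD, and starting fluorescence ratio within library mean plus 5 SD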;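 also: higher score means more depolarization so channel activation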
* marks the source's active call; other numbers are inactive results; i = inactive; ? = inconclusive; . = no result given.

SMILES	MrgX1 antag	MrgX1 allo act	TMEM16A act	TRPC6 inh	RGS4 block	MrgX1 agonist	RGS4 pot	HDAC3 inhib	ANO1 block	SKKanGAS inh	TRPC6 act
Cc1ccc(F)cc1NC(=O)C12CC3CC(C1)CC(n1cnc([N+](=O)[O-])n1)(C3)C2	i	i	i	i	i	i	i	9.0	i	3.8	i
c1ccc(-c2noc(CC3CCCCC3)n2)cc1	i	i	i	i	i	i	i	1.7	i	3.8	i
COc1ccc(C)cc1NC(=O)c1cc2c(s1)CCC2	i	i	i	i	i	i	i	3.9	i	2.0	i
Cc1cc(C)c(C#N)c(SCc2cn3c(C)cccc3n2)n1	i	i	i	i	i	i	i	3.6	i	-10.4	i
O=C(NCc1ccccc1)/C(=N\O)c1ccccc1	i	i	i	.	.	i	.	-4.5	i	.	.
O=Cc1cccn1-c1ccc2ccccc2c1	i	i	i	i	i	i	i	-0.1	i	4.8	i
CC1CCN(S(=O)(=O)c2cccc(C(=O)NCC3CCCO3)c2)CC1 (stereo unspecified)	i	i	i	i	i	i	i	-2.0	i	-2.4	i
O=C(O)c1ccc(N2CCc3ccccc32)c([N+](=O)[O-])c1	i	i	i	i	i	i	i	13.4	i	4.1	i
CN(CCOc1ccccc1)C(=O)c1cc([N+](=O)[O-])ccc1N1CCOCC1	i	i	i	i	i	i	i	.	i	15.6	i
CCCCNC(=O)c1cc2c(=O)n3cccc(C)c3nc2n(Cc2ccccc2)c1=N	i	i	i	i	i	i	i	-272.6	i	3.6	i
O=C1C=C(Nc2ccc(Cl)cc2)C(=O)N1c1ccc(Cl)cc1	i	i	i	i	i	i	i	.	i	8.0	i
CCc1nn2c(=O)c(S(=O)(=O)Nc3ccc(C(C)C)cc3)c(C)nc2s1	i	i	i	.	.	i	.	1.8	i	.	.
Cc1nnc2sc(-c3cccc(NC(=O)c4cccnc4)c3)nn12	i	i	i	-6.52*	i	i	i	-1.7	i	-8.2	i
CCOc1ccccc1C1CC(=O)Nc2c1c(=O)n(C)c(=O)n2C (stereo unspecified)	i	i	i	i	i	i	i	6.9	i	-2.8	i
O=S1(=O)CCN(Cc2ccc(Cl)c(C(F)(F)F)c2)CC1	i	i	i	i	i	i	i	.	i	-4.1	i
O=C1Nc2cc(C(=O)NCCN3CCCCCC3)ccc2S/C1=C\c1ccccc1	i	i	i	i	i	i	i	0.5	i	0.7	i
CC(=O)c1cc2c(cc1NC(=O)CN1CCCCCCC1)OCO2	i	i	i	i	i	i	i	?	i	-4.3	i
CSc1ccccc1C(=O)Nc1ccccc1C(=O)NC(C)C	i	i	i	i	i	i	i	-2.4	i	-11.9	i
CCN(CC)CCCNc1nnc(C)c(=O)[nH]1	i	i	i	i	i	i	i	-3.3	i	-10.1	i
Cc1ccc(S(=O)(=O)CCC(=O)NCCc2ccccc2)cc1	i	i	i	i	i	i	i	7.6	i	0.2	i
COc1ccc2nc(SCC(=O)Nc3ccccc3C)[nH]c2c1	i	i	i	i	i	i	i	3.8	i	0.2	i
CN(C)C(CNC(=O)NC1CCCCC1)c1cccnc1 (stereo unspecified)	i	i	i	i	i	i	i	6.2	i	-2.6	i
O=C(CN(Cc1ccco1)C(=O)c1ccc(N2CCCC2=O)cc1)Nc1ccccc1C(F)(F)F	i	i	i	i	i	i	i	1.3	i	-1.4	i
CC(=O)Nc1ccc(S(=O)(=O)N2CCCC(C(=O)O)C2)cc1 (stereo unspecified)	i	i	i	i	i	i	i	3.6	i	-11.9	i
CCC(=O)OC1(C)C(=O)C=C2C=C(c3ccc(C#N)cc3)OC=C2C1=O (stereo unspecified)	i	i	i	i	i	i	i	5.1	i	23.4	i
O=C(NNC1CC(=O)N(c2cccc(Cl)c2)C1=O)c1cccs1 (stereo unspecified)	i	i	i	i	i	i	i	-4.9	i	3.7	i
O=C(O)c1ccc(N/N=C/c2ccc(-c3cc(Cl)ccc3Cl)o2)cc1	i	i	i	i	i	i	i	-11.1	i	75.9*	i
COc1ccc(S(=O)(=O)N2CCC(C(=O)NCc3ccccc3)CC2)cc1OC	i	i	i	i	i	i	i	-0.7	i	-1.9	i
CCOC(=O)Oc1ccc2c(c1)C(C)=CC(C)(C)N2C(=O)OCC	i	i	i	i	i	i	i	13.9	i	-1.1	i
COC(=O)c1ccccc1NC(=O)CSc1nc2ccccc2c(=O)[nH]1	i	i	i	i	i	i	i	0.1	i	5.6	i
COc1ccc(S(=O)(=O)n2cnc3ccccc32)c(C)c1	i	i	i	i	i	i	i	-0.2	i	12.6	i
CNC(=O)c1ccc(Nc2nnc(-c3ccc(C)c(S(=O)(=O)NCC4CCCO4)c3)c3ccccc23)cc1 (stereo unspecified)	i	i	i	i	i	i	i	4.4	i	16.9	i
Cc1nn(Cc2ccccc2)c(C)c1NC(=O)c1ccc([N+](=O)[O-])cc1[N+](=O)[O-]	i	i	i	i	i	i	i	-4.4	i	6.2	i
COc1ccccc1N(CC(=O)NCc1ccc(F)cc1)C(=O)CCC(=O)Nc1nccs1	i	i	i	i	i	i	i	2.2	i	6.8	i
Cc1ccc(Cl)cc1N1CCN(C(=O)C2CCCN(S(=O)(=O)c3cnc[nH]3)C2)CC1 (stereo unspecified)	i	i	i	i	i	i	i	2.5	i	3.0	i
CCN(CC)c1ccc2c(c1)CCCN2	i	i	.	i	i	i	i	1.3	i	7.8	i
COc1cccc(/C=N/NC(=O)CNC(=O)c2cccs2)c1O	i	i	i	i	i	i	i	.	i	-1.6	i
COC(=O)c1c(C)nn(-c2ccc(F)c(Cl)c2)c1-c1cc(C)on1	i	i	i	i	i	i	i	0.2	i	-3.4	i
COc1ccccc1/C=C1\SC(=O)N(CCC(=O)NCCCn2ccnc2)C1=O	i	i	i	i	i	i	i	7.4	i	-10.6	i
COc1ccccc1Nc1nc(-c2ccc3c(c2)NC(=O)CO3)cs1	i	i	i	i	i	i	i	3.2	i	11.2	i
CC(=O)N1CCc2cc(S(=O)(=O)NC(C(=O)NCc3ccccc3)C(C)C)ccc21 (stereo unspecified)	i	i	i	i	i	i	i	-1.4	i	0.1	i
Cc1sc(NC(=O)CN2CCOCC2)c(C(=O)c2ccccc2)c1C	i	i	i	i	i	i	i	3.9	i	-3.2	i
CC#CC(=O)N1CCC(n2nccc2NC(=O)c2ccc3c(c2)OCO3)CC1	i	i	i	i	i	i	i	4.1	i	-1.0	i
c1ccc(-c2noc(-c3ccc4ccccc4c3)n2)cc1	i	i	i	i	i	i	i	0.5	i	-9.0	i
Cn1c(=O)oc2cc(S(=O)(=O)N3CCC(C(=O)N4CCN(c5ccc(F)cc5)CC4)CC3)ccc21	i	i	i	i	i	i	i	0.0	i	2.8	i
O=C(CSc1ncnc2nc[nH]c12)NCCc1ccccc1	i	i	i	i	i	i	i	-9.0	i	0.0	i
Cc1cc(NC(=O)C2CCN(S(=O)(=O)Cc3ccccc3)CC2)ccc1-n1cnnn1	i	i	i	i	i	i	i	-2.0	i	11.5	i
O=C(N1CCOCC1)C1(c2ccccc2)CCCCC1	i	i	i	i	i	i	i	1.2	i	7.2	i
CCOC(=O)C1(CCOC)CCN(Cc2cnc(-c3cccc(C)c3)nc2)CC1	i	i	i	i	i	i	i	4.9	i	4.5	i
CCn1c(/C=C2\C(=O)N(C)c3ccccc32)nc2ccccc2c1=O	i	i	i	i	i	i	i	1.5	i	13.0	i
N=C(N)N1CCc2ccccc21	i	i	i	i	i	i	i	5.6	i	1.1	i
CC(=O)OC(C(=O)NC1CCCCC1)c1ccncc1 (stereo unspecified)	i	i	i	i	i	i	i	8.5	i	-8.9	i
COc1ccc(C(=O)COC(=O)c2ccccc2NS(=O)(=O)c2ccc(O)c([N+](=O)[O-])c2)cc1	i	i	i	i	i	i	i	0.5	25*	26.6	i
CCOc1ncccc1C(=O)OCC(=O)Nc1cc(C)ccc1C	i	i	i	i	i	i	i	6.3	i	4.8	i
CCN(C(=O)c1cc2c(=O)[nH]c3ccc(C)cc3c2s1)c1cccc(C)c1	i	i	i	i	i	i	i	-6.5	i	-3.3	i
Oc1ccc(/C=N/Nc2cc(N3CCCC3)nc(N3CCCC3)n2)cc1	i	i	i	i	i	i	i	?	i	-17.4	i
C=CCNCc1cccn1-c1ccccc1	i	i	i	i	i	i	i	2.2	i	-1.1	i
Cc1cc(OCC(=O)NC2CC2)c2c(C)c(C)c(=O)oc2c1	i	i	i	i	i	i	i	-43.9	i	-0.8	i
Cc1ccc2sc(NC(=O)CSc3nc(C)cc(C)c3C#N)nc2c1	-6.36*	i	i	i	i	i	i	-16.1	i	11.7	i
O=[N+]([O-])c1ccccc1NCc1ccccc1Cl	i	i	i	i	i	i	i	.	i	17.5	i
Carrying on:
SMILES	MrgX1 antag	MrgX1 allo act	TMEM16A act	TRPC6 inh	RGS4 block	MrgX1 agonist	RGS4 pot	HDAC3 inhib	ANO1 block	SKKanGAS inh	TRPC6 act
COc1cccc2cc(C(=O)C3=C(O)C(=O)N(Cc4ccco4)C3c3cccnc3)oc12 (stereo unspecified)	i	i	i	i	i	i	i	?	i	2.6	i
Cc1nnc(N(Cc2ccco2)C(=O)c2ccno2)s1	i	i	i	i	i	i	i	5.1	i	3.7	i
COc1ccc(OCCCC(=O)Nc2nc(-c3ccccn3)cs2)cc1	i	i	i	i	i	i	i	3.4	i	72.8*	i
O=C(Nc1nc(-c2ccco2)c(-c2ccco2)s1)C1CC(=O)N(c2ccc3c(c2)OCCO3)C1 (stereo unspecified)	i	i	-6.24*	i	i	i	i	6.0	i	40.8	i
COc1ccc(CN2CCN(c3ccccn3)CC2)c(OC)c1	i	i	i	i	i	i	i	0.7	i	-13.3	i
Cc1ccc(C)c(NC(=O)c2cc(S(=O)(=O)N3CCCCC3)c[nH]2)c1	i	i	i	i	i	i	i	2.9	i	-4.5	i
Cc1ccc(C(=O)NC(C)C(c2cccs2)N2CCCC2)s1 (stereo unspecified)	i	i	i	i	i	i	i	-5.0	i	-3.0	i
CCN(CC)CCNC(=O)C(C)c1nn(CC)c(=O)c2ccccc12 (stereo unspecified)	i	i	i	i	i	i	i	-2.2	i	1.7	i
O=C(O)c1ccc(N=NN2CCCCC2)cc1	i	i	i	i	i	i	i	9.7	i	4.2	i
CCOC(=O)N1CCC(NC(=O)c2cnn3ccccc23)CC1	i	i	i	i	i	i	i	-13.3	i	-4.7	i
CCOC(=O)C=Nc1c(N)n(C)c(=O)n(C)c1=O	i	i	i	i	i	i	i	9.5	i	-7.7	i
C=CCNC(=O)CN(c1ccccc1OCC)S(=O)(=O)c1ccc(C)cc1	i	i	i	i	i	i	i	0.2	i	-2.6	i

Bioassay records as filed in PubChem.
